Rad51 HR inh: Rad51 (human) homologous recombination inhibition; Q06609; 0.085% of 200,000 active; inhibition, % at 10 µM; hRad51 DNA strand exchange, fluorescence dequenching;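 active = inhibition above 40% at the single screening dose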;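 note: 0% = DMSO control wells and 100% = blanks with heterologous ssDNA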
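material = hRad51 filaments on single-stranded DNA | reagent = Donor/quencher-labelled 47-bp dsDNA substrate | compound = 10 µM final, single point | schedule = strand-exchange reaction 15 min at room temperature | measured by = fluorescein emission 520 nm, excitation 485 nm | read-out basis = % inhibition versus plate control and blank means | benchmarks = plate controls and plate blanks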
EBV gp42 inh: EBV gp42 inhibition; Q1HVG2; Fluorescence polarization binding assay, mP read-out; inhibition, % (tested at 21.74 µM); 0.42% of 220,000 active; in the data active = inhibition above about 50%
Target sequence (Q1HVG2 whole entry, looked up): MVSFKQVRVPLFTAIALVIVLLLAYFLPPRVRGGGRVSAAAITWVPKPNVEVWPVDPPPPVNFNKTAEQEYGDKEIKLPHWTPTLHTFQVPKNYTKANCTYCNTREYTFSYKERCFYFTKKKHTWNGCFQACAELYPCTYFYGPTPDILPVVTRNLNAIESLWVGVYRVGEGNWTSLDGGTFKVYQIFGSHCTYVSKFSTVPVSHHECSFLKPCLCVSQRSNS
TNF necrop inh: TNF-alpha cell death inhibition in Jurkat FADD-/- cells. Jurkat FADD-/- TNF necroptosis rescue, ATP luminescence, 24 h; 0 = TNF only, 100 = no-TNF cells. activation (protection from cell death), % at 10 µM. 0.068% of 220,000 active;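 active = activation, meaning protection from cell death, of at least 50% relative to plate controls; inactive = activation below 50%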;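 note: necroptosis triggered by 40 ng/mL TNF-alpha added together with compound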
Cl transport mod: modulates chloride dependent transport by human KCC2; KCC2 cells, thallium flux FluoZin-2 fluorescence; AID 1456; Q9H2X9; B-score of Tl+ flux slope (higher = more flux/activation; lower = inhibition) at 10 µM; 2.2% of 190,000 active;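 active = thallium flux slope and its plate-corrected score both differing from the plate sample mean at a set confidence after two filtering rounds, in either direction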;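 note: slope of fluorescence scaled to starting intensity during 10 to 20 s after thallium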
m-calpain inh: calpain II (pig) inhibition; purified calpain II, fluorogenic peptide substrate, 30 min; inhibition, % at 16 µM; 0.37% of 220,000 active; AID 1236;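 active = inhibition above about 50%, limit read from the data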
L929 necroptosis: L929 zVAD cell death inhibition. L929 zVAD necroptosis rescue, ATP luminescence, 24 h; with zVAD 60 µM. viability rescue, % at 10 µM. 0.38% of 220,000 active;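 active = activation, scaled between plate controls, above about 75%, limit read from the data; inactive = activation under that limit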;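 note: 0% = zVAD with DMSO and 100% = DMSO alone without zVAD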
PERK inh: inhibitors of human PERK kinase; Q9NZJ5; CHO PERK-DD fusion, SEAP luminescence translation reporter; inhibition, % at 5.6 µM; 0.17% of 220,000 active;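 active = inhibition above the mean inhibition of all tested compounds plus 3 SD, set separately per screening campaign, cut at about 2.9% in these data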;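 note: PERK kinase domain activated by AP20187 dimerizer at 100 nM; 0% = DMSO with dimerizer and 100% = rapamycin at 8.4 µM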
Mdm2 ligase inh: blocks human Mdm2 ubiquitin ligase activity | 0.11% of 210,000 active | Q00987 | signal enhancement, % at 5 µM | cell-based MDM2 ubiquitination luciferase reporter, 2 h; 0 = plate control, 100 = twice control, blank-subtracted;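 active = signal enhancement of 30% or more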;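 note: luminescence tracks abundance of the self-degrading MDM2-luciferase fusion protein; higher signal means inhibition of MDM2 E3 ligase activity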
Target sequence (Q00987 whole entry, looked up, the tested form may be a part): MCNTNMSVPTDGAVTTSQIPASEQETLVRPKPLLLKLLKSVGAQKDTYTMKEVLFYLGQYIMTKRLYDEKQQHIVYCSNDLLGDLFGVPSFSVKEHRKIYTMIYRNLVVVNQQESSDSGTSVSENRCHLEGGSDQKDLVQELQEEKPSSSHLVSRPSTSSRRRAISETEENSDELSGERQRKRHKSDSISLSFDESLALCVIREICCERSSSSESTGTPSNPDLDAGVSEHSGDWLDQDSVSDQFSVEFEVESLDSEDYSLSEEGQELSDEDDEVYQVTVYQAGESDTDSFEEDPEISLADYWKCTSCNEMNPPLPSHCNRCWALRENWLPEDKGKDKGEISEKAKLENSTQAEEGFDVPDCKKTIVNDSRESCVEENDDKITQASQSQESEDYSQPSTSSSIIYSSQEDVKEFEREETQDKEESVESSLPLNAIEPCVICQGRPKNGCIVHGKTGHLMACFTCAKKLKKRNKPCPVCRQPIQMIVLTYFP
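test system = mammalian cells stably expressing self-ubiquitinating, self-degrading MDM2 E3–luciferase fusion | quantity = 2000 cells/well | incubation = cell settling 4 h, compound treatment 2 h, both 37 °C | signal = luminescence with SteadyLite reagent, 15 min at room temperature | evaluation = % enhancement relative to plate controls after blank subtraction | benchmarks = plate controls and plate blanks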
eIF4E 4G PPI: inhibitors of eIF4E and eIF4G interaction in translation initiation; P63073+Q04637; TR-FRET eIF4E-eIF4GI(517-606) binding, 2 h; inhibition, % at 21.7 µM; 0.37% of 220,000 active; AID 782;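 active = inhibition above about 30%, limit read from the data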;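 note: 0% = full FRET control wells and 100% = background wells lacking eIF4GI fragment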
* = called active by the depositor; i = inactive; · = not tested or not shown; [ ] = another dose, or the depositor's remark.

(1) CCCNS(=O)(=O)c1ccc(CCC(=O)N2CCOCC2)cc1
(2) Cc1cc(C(=O)NCC2COc3ccccc3O2)c2ccccc2n1 (configuration not stated)
(3) COc1ccc(/C=N/NC(=O)CN(CCc2ccccc2)S(=O)(=O)c2ccc(NC(C)=O)cc2)cc1OC
(4) CCOC(=O)N1CCN(C(=O)COc2ccc(Br)cc2Cl)CC1
(5) CC(C)(Cc1ccc(O)cc1)NC(=O)CC(=O)N=Nc1c(O)[nH]c2ccc(Br)cc12
(6) Cc1cc(C)nc(N/N=C/c2sccc2C)n1

Screen / compound no.,1,2,3,4,5,6
Rad51 HR inh,5,-2,·,8,10,27
EBV gp42 inh,-22,-18,3,-12,10,-1
TNF necrop inh,-3.1,0.0,4.0,0.5,-0.1,-0.3
Cl transport mod,-0.069,0.02,-2.8,0.7,0.12,-0.18
m-calpain inh,-25,0,-27,5,-29,10
L929 necroptosis,-0.1,2.1,0.3,0.9,2.5,0.0
PERK inh,0.6,0.2,0.2,0.1,0.9,-0.2
Mdm2 ligase inh,-2,-4,3,-11,17,-1
eIF4E 4G PPI,7[fluorescence artefact?],-2,1,3,-2,-3

(7) COc1ccc(CCNC(=O)CCCn2c(SCC(N)=O)nc3cc4c(cc3c2=O)OCO4)cc1OC
(8) COCCn1c(SCC(=O)Nc2cc(C(C)(C)C)nn2-c2ccccc2)nc2ccccc2c1=O
(9) COc1ccc(C2C(C(=O)NCCCN3CCOCC3)c3ccccc3C(=O)N2c2ccc(OC)cc2)cc1 (configuration not stated)
(10) CCOC(=O)c1ccccc1NC(=O)c1ccc(F)cc1
(11) CCCCCCn1c(N2CCC(C(N)=O)CC2)nc2c1c(=O)n(C)c(=O)n2C
(12) CCc1cc2c(CN3CCN(CCO)CC3)cc(=O)oc2cc1O

Screen / compound no.,7,8,9,10,11,12
Rad51 HR inh,·,-6,0,3,2,-3
EBV gp42 inh,-5,-8,-17,-7,-19,7
TNF necrop inh,-2.4,0.6,-0.3,0.0,-5.4,-1.4
Cl transport mod,0.052,0.88,0.86,-0.52,·,0.25
m-calpain inh,2,3,3,11,26,i
L929 necroptosis,0.2,0.6,0.6,0.5,0.8,0.5
PERK inh,0.1,0.4,2.0,-0.8,-1.4,0.4
Mdm2 ligase inh,-11,7,-3,-17,-11,-3
eIF4E 4G PPI,4,8[fluorescence artefact?],2,-2,5,4

(13) O=C(COC(=O)c1ccc(S(=O)(=O)N2CCc3ccccc3C2)cc1)NC1CCS(=O)(=O)C1 (configuration not stated)
(14) C=CCn1c(COC)nnc1SCC(=O)c1ccc(F)cc1
(15) COc1cc(C2c3sc(=O)[nH]c3SC3C4CCC(C4)C23)ccc1O (configuration not stated)
(16) COc1cc(C2c3c(n[nH]c3C)C(=O)N2c2ccc(C)cc2)ccc1O (configuration not stated)
(17) COCc1nnc(NC(=O)CCc2ccccc2)s1
(18) CC(=O)c1ccc(NC(=O)C(C)OC(=O)COc2ccc(C#N)cc2)cc1 (configuration not stated)

Screen / compound no.,13,14,15,16,17,18
Rad51 HR inh,-6,-6,-10,9,0,2
EBV gp42 inh,-20,-10,8,-8,-8,-24
TNF necrop inh,0.4,-1.5,0.3,0.7,2.3,1.8
Cl transport mod,-0.69,0.055,-2.1,-0.27,0.94,-0.18
m-calpain inh,9,2,-3,13,18,5
L929 necroptosis,1.2,0.4,-0.1,7.6,0.0,1.4
PERK inh,0.7,-0.7,0.3,0.4,-0.2,0.4
Mdm2 ligase inh,-10,7,-13,-2,-13,-9
eIF4E 4G PPI,0,-1[fluorescence artefact?],25,-2,-2,-2[fluorescence artefact?]

(19) C/C=C/c1ccccc1OCc1ccc(C(=O)OC)o1
(20) CCOc1ccc(NC(=O)CN(C)CC(=O)Nc2ccccc2SC)cc1OCC
(21) CNC(=O)CSCc1c(Cl)cccc1Cl
(22) Cc1ccc(C)c(NC(=O)CSc2c(C)n[nH]c2C)c1
(23) C[C@@H]1CC[C@]2(O[C@@H](CCO)C[C@@H](O)[C@@H]2O)O1
(24) CCOc1cc(N2CCOCC2)c(OCC)cc1NC(=O)COc1ncnc2ccccc12

Screen / compound no.,19,20,21,22,23,24
Rad51 HR inh,-13,2,-5,30,-6,2
EBV gp42 inh,1,-19,2,-15,-13,2
TNF necrop inh,-0.6,-0.9,-1.4,-0.1,1.9,0.6
Cl transport mod,-0.82,-0.9,-0.006,0.16,-0.47,·
m-calpain inh,26,13,2,-5,-25,2
L929 necroptosis,0.3,1.4,-0.1,1.7,0.4,-0.5
PERK inh,0.7,-0.1,-0.6,1.1,·,-1.2
Mdm2 ligase inh,-13,-14,-7,-8,4,-13
eIF4E 4G PPI,11,-4[fluorescence artefact?],1,-1,-8,3[fluorescence artefact?]

(25) Cc1ccc2nsnc2c1NC(=O)c1ccc([N+](=O)[O-])cc1
(26) CCCCn1nnnc1SCC(=O)N(CC)CC
(27) COCCCNC(=O)CCN1C(=O)COc2ccccc21
(28) CCCCc1ccc(NC(=O)CC(C)(C)C)cc1
(29) O=C(Nc1ccc(S(=O)(=O)Nc2ncccn2)cc1)c1cccnc1
(30) Cn1c(N2CCN(c3ccccn3)CC2)nc2c1c(=O)n(Cc1ccccc1Cl)c(=O)n2C

Screen / compound no.,25,26,27,28,29,30
Rad51 HR inh,-1,-1,-5,·,9,-7
EBV gp42 inh,5,-15,-21,-16,-6,·
TNF necrop inh,-1.2,0.8,-0.4,1.7,1.1,-0.4
Cl transport mod,-0.036,1.8,·,-0.42,0.025,-0.21
m-calpain inh,-22,-26,-4,7,0,·
L929 necroptosis,-0.5,-0.1,1.6,2.2,-0.4,-0.1
PERK inh,-0.4,1.0,0.8,0.2,0.5,0.1
Mdm2 ligase inh,-12,-29,-22,3,-5,·
eIF4E 4G PPI,5,-3,5,2,14[fluorescence artefact?],·

(31) CCCCOc1ccc(N(CC(=O)NC(C)(C)CC)C(=O)CCC(=O)Nc2ccccn2)cc1
(32) Clc1ccc(CSc2nnc3ccccn23)c(Cl)c1
(33) FC(F)(F)c1cccc(Cc2noc(CN3CCCC(CN4CCCC4)C3)n2)c1 (configuration not stated)
(34) COc1cnn(-c2ccc(F)cc2)c(=O)c1Br
(35) COc1cc(-n2c(=O)c3ccccc3n(Cc3cccc(C)c3)c2=O)cc(OC)c1OC
(36) Cc1cccc(N2C(=O)CC(SC(N)=Nc3ccccc3)C2=O)c1 (configuration not stated)

Screen / compound no.,31,32,33,34,35,36
Rad51 HR inh,5,-18,-1,22,8,12
EBV gp42 inh,-14,-25,-12,10,-8,-16
TNF necrop inh,1.3,-0.6,0.5,0.5,-0.4,2.3
Cl transport mod,-0.61,-0.12,·,2.5,0.32,-0.16
m-calpain inh,-22,7,-24,18,47,-2
L929 necroptosis,2.6,0.0,-0.7,0.5,1.4,1.8
PERK inh,-0.4,0.1,-0.2,0.7,0.1,0.0
Mdm2 ligase inh,1,-11,-9,10,-9,-9
eIF4E 4G PPI,-2,-1,2,0,-1,3

(37) COc1ccc(CN=Cc2c(C(F)(F)F)[nH][nH]c2=O)cc1
(38) c1ccc(-c2nc3nc4ccccc4nc3n2CC2CCCO2)cc1 (configuration not stated)
(39) CC(C)OC(=O)c1cc(C(=O)c2cc(F)ccc2O)coc1=N
(40) CCOC(=O)N1CCC(N2CC34C=CC(O3)C(C(=O)O)C4C2=O)CC1 (configuration not stated)
(41) COC(=O)C(C)Sc1nnc2n(-c3cccc(C)c3)c(=O)c3c4c(sc3n12)CCCC4 (configuration not stated)
(42) CCC(C)NC(=O)CCC(=O)Nc1ccc2nc(N3CC(C)CC(C)C3)cc(C)c2c1 (configuration not stated)

Screen / compound no.,37,38,39,40,41,42
Rad51 HR inh,0,12,-7,0,10,1
EBV gp42 inh,3,-13,-9,-17,-3,-6
TNF necrop inh,-0.7,-5.5,-0.5,0.9,-1.8,7.5
Cl transport mod,·,-0.7,0.21,0.3,-1,0.23
m-calpain inh,8,-144,-29,2,23,-338
L929 necroptosis,0.2,0.5,0.3,0.7,-0.1,16
PERK inh,-1.2,-0.4,0.2,1.0,-0.6,1.6
Mdm2 ligase inh,1,-9,-13,-20,-34,-5
eIF4E 4G PPI,2[fluorescence artefact?],-5,-1,-4,1,-3

Whole records, quoted from the list.
Shown for CCOC(=O)N1CCC(N2CC34C=CC(O3)C(C(=O)O)C4C2=O)CC1 (configuration not stated) → Rad51 HR inh = 0; EBV gp42 inh = -17; TNF necrop inh = 0.9; Cl transport mod = 0.3; m-calpain inh = 2; L929 necroptosis = 0.7; PERK inh = 1.0; Mdm2 ligase inh = -20; eIF4E 4G PPI = -4
Shown for CC(C)OC(=O)c1cc(C(=O)c2cc(F)ccc2O)coc1=N → Rad51 HR inh = -7; EBV gp42 inh = -9; TNF necrop inh = -0.5; Cl transport mod = 0.21; m-calpain inh = -29; L929 necroptosis = 0.3; PERK inh = 0.2; Mdm2 ligase inh = -13; eIF4E 4G PPI = -1

Continued.
(43) O=C(O)CC1(CC(=O)Nc2cc3ccccc3cn2)CCCCC1
(44) CCc1cccc(CC)c1N(COC)C(=O)Cn1ccccc1=N
(45) COCc1cc(C)nc(OCC(=O)N/N=C/c2cc(C)n(-c3c(C)cccc3C)c2C)c1C#N
(46) C/C(CC(=O)NCc1ccco1)=N\NC(=O)COc1ccc(C)cc1
(47) Cc1ccc(N2CS(=O)(=O)/C(=C/N(C)C)C2=O)cc1
(48) CCOC(=O)c1cc(CC)sc1NC(=O)CCC(=O)O
(49) CC1CN(CCOc2ccc(Cl)cc2Cl)CC(C)O1 (configuration not stated)
(50) Cc1cc(C(=O)N2CCC(C)CC2)on1

Screen / compound no.,43,44,45,46,47,48,49,50
Rad51 HR inh,9,-8,5,1,·,-3,-9,-3
EBV gp42 inh,0,-11,-11,-4,-20,-14,6,-25
TNF necrop inh,0.2,2.0,-2.2,0.3,-2.4,-2.2,1.1,5.6
Cl transport mod,-1.1,·,-0.16,0.69,0.45,-1.3,-0.18,0.29
m-calpain inh,-15,-18,-37,26,-2,-33,-18,8
L929 necroptosis,0.0,0.3,-0.2,0.7,2.0,-0.4,0.0,0.0
PERK inh,-0.4,-0.1,-1.1,0.2,-0.7,-0.8,0.4,1.6
Mdm2 ligase inh,-19,-2,-15,-14,-11,-30,-8,·
eIF4E 4G PPI,2,-5,0[fluorescence artefact?],-3,1,-11[fluorescence artefact?],-2,0

Some entries already given, limited to L929 necroptosis:
#	SMILES	L929 necroptosis
44	CCc1cccc(CC)c1N(COC)C(=O)Cn1ccccc1=N	0.3
45	COCc1cc(C)nc(OCC(=O)N/N=C/c2cc(C)n(-c3c(C)cccc3C)c2C)c1C#N	-0.2

Compound activity from PubChem BioAssay.
